# All columns: NCI-60 one-dose screen, growth in % after 48 h at 10 µM unless noted; 100 = growth as untreated, 0 = no growth, -100 = all killed.
# OVCAR-8 = OVCAR-8 ovarian cancer; 4.4% of 81,000 active; AID 1794782
# PC-3 = PC-3 prostate cancer cells | 3.9% of 80,000 active | AID 1794754
# SF-295 = SF-295 CNS cancer cells; 5.6% of 79,000 active; AID 1794758
# U251 = U251 CNS tumor cells; 5.4% of 80,000 active
# SNB-19 = SNB-19 CNS cancer cells. 2.5% of 81,000 active. AID 1794751
# SF-268 = SF-268 CNS cancer cells; 3.1% of 82,000 active
# SF-539 = SF-539 CNS cancer. AID 1794752. 6.8% of 81,000 active
# DU-145 = DU-145 prostate cancer | 4.2% of 81,000 active | AID 1794760
# Numbers without * were called inactive; . = not tested or not shown; & = joins results of further samples. The calls were made as follows: active = growth percent below 10; inactive = the rest.
1) CCOC(=O)c1c(-c2cccs2)c(C#N)c(=O)n(Cc2nc3ccccc3[nH]2)c1N
2) Cc1ccc2c(n1)C[C@H](C#N)CC[C@H]2C
3) N#Cc1ccc(O)c(C2=NCC(c3ccccn3)O2)c1 (stereo unspecified)
4) CS(=O)(=O)c1ccc(N2N=C(c3ccc(NC(=O)Nc4ccccc4)cc3)CC2c2ccc(Br)cc2)cc1 (stereo unspecified)
5) CC(C)NS(=O)(=O)c1cccc(-c2ccc3c(=O)n(CCCN(C)C)c4c(c3c2)C(=O)c2ccccc2-4)c1
6) Nc1[nH]nc2nc(CCl)n3c4ccccc4nc3c12
7) O=[N+]([O-])c1ccc(Br)nc1
8) CC1=CC(=O)C2=C(C)CC(OC(=O)c3ccco3)[C@@H]3[C@H](OC(=O)[C@@H]3C)[C@@H]12 (stereo partly specified)
assay / compound,1,2,3,4,5,6,7,8
OVCAR-8,96,102,62,95,86,101,107,100
PC-3,101,111,52,58,99,99,95,96
SF-295,107,99,71,100,102,105,110,102
U251,103,102,61,76,98,101,106,103
SNB-19,97,97,89,80,111,97,96,98
SF-268,100,100,78,87,85,101,.,96
SF-539,104,104,79,92,99,103,96,97
DU-145,114,108,90,96,101,114,123,104

9) CC(C)COC(=O)c1ccccc1
10) COc1ccc(/C=C2\CN(Cc3cn(CCNc4ccnc5cc(Cl)ccc45)nn3)C/C(=C\c3ccc(OC)c(OC)c3)C2=O)cc1OC
11) N#C/C(=C\c1ccncc1Br)c1nc2ccccc2s1
12) Cc1ccc(S(=O)(=O)O)c(C)c1
13) Nc1ccc2c(c1)Cc1cc(N)c(Br)cc1-2
14) COc1ccc(/C=C/C(=O)c2c(C)nc3ccccc3c2/C=C/c2ccc(C)cc2)cc1
15) COc1cccc2cc(C(=O)OCC(=O)Nc3nc(-c4ccccc4)cs3)c(=O)oc12
16) O=C(Nc1ccc(N=Nc2ccc(S(=O)(=O)O)cc2)cc1)c1ccc(N=Nc2cc(S(=O)(=O)O)c3ccccc3c2O)cc1
assay / compound,9,10,11,12,13,14,15,16
OVCAR-8,102,-3.8*,91,105,102,79,110,97
PC-3,94,12,77,99,97,65,96,88
SF-295,103,.,82,.,77,96,112,97
U251,101,6.4*,89,97,108,83,89,104
SNB-19,105,58,.,109,114,95,106,104
SF-268,99,9.6*,81,114,109,86,103,109
SF-539,.,-13*,96,101,83,99,106,103
DU-145,107,0.1*,117,108,121,84,116,114

17) O=C(CN1C(=O)NC2NC(=O)NC21)N/N=C/c1ccc([N+](=O)[O-])cc1 (stereo unspecified)
18) O=c1[nH]c2ncc(-c3ccc4ncnc(N5CCc6cc(F)c(Cl)cc65)c4c3)cc2o1
19) CC(=O)N(C(C)=O)c1ncc(-c2ccc(C(F)(F)F)cc2)c(NC2CCCCCC2)n1
20) COC(=O)c1cc(C(=O)C(F)(F)F)n2c3ccccc3c3ccccc3c12
21) Cc1ccnc(N)c1
22) COc1cccc2c1OC1(CCN(Cc3ccccc3)CC1)N1N=C(c3ccccc3)CC21 (stereo unspecified)
23) O=C1NN(c2ccccc2)C(c2cccnc2)=N/C1=C\c1ccccc1
24) CC(C)(O)c1ccccc1C(C)(C)O
assay / compound,17,18,19,20,21,22,23,24
OVCAR-8,106,97,79,43,105,99,99,98
PC-3,98,52,63,67,85,.,98,92
SF-295,99,99,53,37,116,104,94,99
U251,103,98,50,70,107,99,107,92
SNB-19,97,83,79,68,102,99,98,101
SF-268,95,67,82,83,111,95,95,105
SF-539,99,87,94,67,108,100,88,.
DU-145,106,67,84,96,108,102,97,111

25) CCN1CCN(c2cc(C)nc(N(CCCNc3ccnc4cc(Cl)ccc34)Cc3cccs3)n2)CC1
26) Clc1ccc(-c2nc(-c3cc4cc(Cl)ccc4o3)cs2)cc1
27) COC(=O)c1ccoc1
28) O=C(Nc1ccc(Oc2cccc(Cl)c2)c(Cl)c1)c1ccccn1
29) COC(=O)/C(CCC=C(C)C)=C1\[C@@H](OC(C)=O)C[C@@]2(C)[C@H]1C[C@@H](O)[C@H]1[C@@]3(C)CC[C@@H](OCCC#N)[C@@H](C)[C@@H]3CC[C@@]12C
30) CC1C/C(=C\c2ccc(N)cc2)C(=O)O1 (stereo unspecified)
31) CC(CCC(C)C(=O)O)C(=O)O (stereo unspecified)
32) COc1cc(/C=N/NC(=O)C(=O)Nc2cccc(Cl)c2)cc(OC)c1O
assay / compound,25,26,27,28,29,30,31,32
OVCAR-8,16,99,102,103,58,114,101&113,106
PC-3,33,104,107,91,23,105,96&110,99
SF-295,-69*,93,96,94,82,127,97&101,95
U251,0.7*,106,105,90,41,106,100&115,103
SNB-19,13,103,94,96,83,103,102&111,104
SF-268,7.3*,109,98,102,63,113,97&103,112
SF-539,-90*,88,.,103,81,94,101&97,106
DU-145,26,121,112,104,77,116,98&121,109

# Among those listed so far, two have a CF3 group:
19) CC(=O)N(C(C)=O)c1ncc(-c2ccc(C(F)(F)F)cc2)c(NC2CCCCCC2)n1
20) COC(=O)c1cc(C(=O)C(F)(F)F)n2c3ccccc3c3ccccc3c12
assay / compound,19,20
OVCAR-8,79,43
PC-3,63,67
SF-295,53,37
U251,50,70
SNB-19,79,68
SF-268,82,83
SF-539,94,67
DU-145,84,96

# Additional compounds follow:
33) COc1ccc(C(=O)N/N=C/c2ccc(Cl)c([N+](=O)[O-])c2)cc1
34) CCOCc1ccccc1C(O)(c1ccccc1)c1ccccc1
35) COc1cc2oc(-c3ccc(NC(=O)c4ccccc4Br)cc3)cc(=O)c2c(OC)c1OC
36) NC(=O)N/N=C1\CC2CC1C1C=CCC21 (stereo unspecified)
37) Cc1c(C(N)=O)sc2c1c(=O)n(Cc1ccccc1)c1nnc(-c3ccc(Br)cc3)n21
38) COc1ccc(CNC(=O)Cn2c(-c3cncs3)nc3ccccc32)cc1
39) C#CC[N+]1=CN(c2ccc(C)cc2)Cc2cc(C)ccc21
40) NS(=O)(=O)c1ccc(C(=O)N=Nc2c(O)[nH]c3c(Br)cccc23)cc1
assay / compound,33,34,35,36,37,38,39,40
OVCAR-8,105,99,48,104,0.3*,99,96,99
PC-3,97,84,28,105,37,92,89,107
SF-295,97,98,79,107,16,99,99,105
U251,98,96,73,101,11,103,88,98
SNB-19,90,100,66,98,52,102,93,90
SF-268,97,89,82,103,29,92,105,99
SF-539,104,99,69,108,13,99,108,94
DU-145,101,.,70,104,32,109,103,108

41) Cn1c2ccccc2c2c3[nH]c(=O)[nH]c(=O)c3c3c4ccccc4n(C)c3c21
42) COc1ccccc1N1CCCCC1
43) Cc1ccc([C@H]2c3[nH]c4ccccc4c3C[C@H]3C(=O)N(CCCCCCC(=O)NO)CC(=O)N23)cc1
44) O=S1(=O)c2ccccc2N(c2ccccc2)c2nc(CSc3nc4ccccc4s3)nn21
45) CC(C)N1C(=O)c2ccccc2C(n2c(-c3ccnc(Cl)c3)nc3ccccc32)C1=O (stereo unspecified)
46) COc1cnc2c(c1)C(=O)c1c-2n(CCCN2CCN(CCO)CC2)c(=O)c2cc([N+](=O)[O-])ccc12
47) COc1ccc(C(C)=O)c(C)c1OC
48) COc1cc(C(=O)NC2CC(C)CC(C)(C)C2)cc(OC)c1OC (stereo unspecified)
assay / compound,41,42,43,44,45,46,47,48
OVCAR-8,31,110,40,108,.,52,99,101
PC-3,41,99,44,81,77,44,103,104
SF-295,70,99,67,114,90,29,104,104
U251,22,108,51,98,99,-84*,94,98
SNB-19,.,95,53,93,102,-1.9*,107,102
SF-268,32,108,69,86,96,31,97,100
SF-539,39,94,53,113,96,57,97,100
DU-145,29,110,60,114,99,43,107,102

49) CC(=O)Nc1ccc(/C(C#N)=C/c2ccc(N(C)CCC#N)cc2)cc1
50) CCCCN(CCCC)C(=O)C(C)OC(C)=O (stereo unspecified)
51) CCOP(=O)(OCC)c1nc(-c2ccccc2)oc1N(C)CC(O)C(O)C(O)C(O)CO (stereo unspecified)
52) COc1cc(/C=C/c2cc(/C=C/c3ccc(O)c(OC)c3)n(-c3c(Cl)cccc3Cl)c(=O)n2)ccc1O
53) CCCCOC(=O)C1OC(Oc2ccc3c(C)cc(=O)oc3c2)[C@@H](OC(C)=O)C(OC(C)=O)C1OC(C)=O (stereo partly specified)
54) CCCCC[C@@H]1N=C(N)N[C@@H]2CC[C@H]1O2
55) CCC1(c2ccccc2)C(=O)Nc2ccc(C)cc21 (stereo unspecified)
56) CC1(C)CC[C@]2(C(=O)O)CC[C@]3(C)[C@H](C(=O)C[C@@H]4[C@@]5(C)C/C(=C/c6cccnc6)C(=O)C(C)(C)[C@@H]5CC[C@]43C)[C@@H]2C1
assay / compound,49,50,51,52,53,54,55,56
OVCAR-8,96,105,101,7.5*,104,92,105,94
PC-3,93,91,105,35,104,78,96,96
SF-295,107,113,102,75,96,88,95,102
U251,87,112,98,8.5*,100,98,91,94
SNB-19,96,97,96,34,99,86,105,99
SF-268,113,103,99,20,97,99,104,99
SF-539,104,106,91,3.3*,96,93,102,102
DU-145,105,109,110,29,104,104,100,101

57) CCOC(=O)C(=Cc1ccc(N(C)C)cc1)C(=O)OCC
58) O=P(c1ccccc1)(c1ccccc1)C(O)c1ccc(F)cc1 (stereo unspecified)
59) CC(C)c1cc(C(C)C)c(C(=O)c2ccc([N+](=O)[O-])cc2)c(C(C)C)c1
60) N#Cc1c(N2CCCCC2)nc2c(c1C#N)CCc1ccccc1-2
61) Cc1[nH]nc2c1C(c1cc3cc(Br)ccc3nc1Cl)C(C#N)=C(N)O2 (stereo unspecified)
62) O=C1CN(C2CCCCC2)c2ccc(O)cc2N1
63) Cn1cc(-c2cc(N)n3nc(-c4c[nH]c5ccc(Cl)cc45)cc3n2)c2cc(Br)cnc21
64) O=C1CSCc2nc3ccccc3n21
assay / compound,57,58,59,60,61,62,63,64
OVCAR-8,94,103,91,103,99,108,-60*,97
PC-3,96,101,54,96,95,102,-52*,88
SF-295,106,88,56,91,101,105,-51*,110
U251,88,.,79,102,93,105,-74*,101
SNB-19,105,106,.,98,103,112,2.8*,101
SF-268,89,104,101,95,94,105,9.7*,97
SF-539,110,101,101,103,97,106,-91*,94
DU-145,95,106,100,95,99,107,-72*,109

65) COc1ccc(/C=C/C(=O)c2ccc(NC(=O)N3CCN(c4cc5c(cc4F)c(=O)c(C(=O)O)cn5C4CC4)CC3)cc2)cc1
66) NNc1ccc(S(=O)(=O)c2ccc(NN)cc2)cc1
67) Cc1c2ccccc2nc(CSCc2ccccc2)[n+]1[O-]
68) Oc1c(CN2CCOCC2)cc(CN2CCOCC2)c(O)c1O
69) Cc1ccc(S(=O)(=O)Oc2ccccc2-c2ccccc2)cc1
70) COC(=O)c1cccc2c([N+](=O)[O-])c(NC(C)=O)cc(C(=O)OC)c12
71) O=c1/c(=C/c2ccccn2)sc2nc3ccccc3n12
72) O=C1[O][Bi][O]c2ccccc21
73) Cc1cc(NC(=O)COC(=O)c2sc3cc(F)ccc3c2Cl)no1
74) O=[N+]([O-])c1ccc(N2CCCCC2)nc1
assay / compound,65,66,67,68,69,70,71,72,73,74
OVCAR-8,104,99,101,100,42,106&98,105,87,112,108
PC-3,98,85,95,95,42,103&126,94,94,101,85
SF-295,102,99,102,115,8.4*,99&100,98,106,112,104
U251,99,100,99,97,25,105,99,93,106,105
SNB-19,101,100,96,100,43,102,94,108,103,103
SF-268,95,103,98,107,43,101&109,97,114,120,102
SF-539,98,99,97,97,8.9*,92&104,93,98,105,121
DU-145,109,111,105,114,34,112&113,106,101,116,.

# Of the compounds above, these have a Cl atom:
6) Nc1[nH]nc2nc(CCl)n3c4ccccc4nc3c12
10) COc1ccc(/C=C2\CN(Cc3cn(CCNc4ccnc5cc(Cl)ccc45)nn3)C/C(=C\c3ccc(OC)c(OC)c3)C2=O)cc1OC
18) O=c1[nH]c2ncc(-c3ccc4ncnc(N5CCc6cc(F)c(Cl)cc65)c4c3)cc2o1
25) CCN1CCN(c2cc(C)nc(N(CCCNc3ccnc4cc(Cl)ccc34)Cc3cccs3)n2)CC1
26) Clc1ccc(-c2nc(-c3cc4cc(Cl)ccc4o3)cs2)cc1
28) O=C(Nc1ccc(Oc2cccc(Cl)c2)c(Cl)c1)c1ccccn1
32) COc1cc(/C=N/NC(=O)C(=O)Nc2cccc(Cl)c2)cc(OC)c1O
33) COc1ccc(C(=O)N/N=C/c2ccc(Cl)c([N+](=O)[O-])c2)cc1
45) CC(C)N1C(=O)c2ccccc2C(n2c(-c3ccnc(Cl)c3)nc3ccccc32)C1=O (stereo unspecified)
52) COc1cc(/C=C/c2cc(/C=C/c3ccc(O)c(OC)c3)n(-c3c(Cl)cccc3Cl)c(=O)n2)ccc1O
assay / compound,6,10,18,25,26,28,32,33,45,52
OVCAR-8,101,-3.8*,97,16,99,103,106,105,.,7.5*
PC-3,99,12,52,33,104,91,99,97,77,35
SF-295,105,.,99,-69*,93,94,95,97,90,75
U251,101,6.4*,98,0.7*,106,90,103,98,99,8.5*
SNB-19,97,58,83,13,103,96,104,90,102,34
SF-268,101,9.6*,67,7.3*,109,102,112,97,96,20
SF-539,103,-13*,87,-90*,88,103,106,104,96,3.3*
DU-145,114,0.1*,67,26,121,104,109,101,99,29

61) Cc1[nH]nc2c1C(c1cc3cc(Br)ccc3nc1Cl)C(C#N)=C(N)O2 (stereo unspecified)
63) Cn1cc(-c2cc(N)n3nc(-c4c[nH]c5ccc(Cl)cc45)cc3n2)c2cc(Br)cnc21
73) Cc1cc(NC(=O)COC(=O)c2sc3cc(F)ccc3c2Cl)no1
assay / compound,61,63,73
OVCAR-8,99,-60*,112
PC-3,95,-52*,101
SF-295,101,-51*,112
U251,93,-74*,106
SNB-19,103,2.8*,103
SF-268,94,9.7*,120
SF-539,97,-91*,105
DU-145,99,-72*,116

# Screening data from PubChem BioAssay.
